High-throughput results (PubChem)
Glioma ERSR ind = qHTS for Inducers of the Endoplasmic Reticulum Stress Response (ERSR) in Human Glioma: qHTS; Potency, µM, for inactives: at the top dose activation, usual class: activators; U87-MG GRP78 promoter luciferase reporter, 16 h; actives 0.02% (n = 420,000); also: potency is read from the fitted curve at half-maximal effect; series mostly up to about 76 µM; % of control where 0% means no effect; nearly all actives have a fitted effect of over 35% in size
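Stably transfected U87-MG human glioma cells carrying a GRP78-based luminescent sensor were seeded at 1000 cells/well, pin-dosed with compounds and incubated 16 h. Luciferase reagent was then added, and end-point luminescence was read after 10 min at room temperature.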
RXFP1 agonist = qHTS Assay for Agonists of the Relaxin Receptor RXFP1; HEK293T-RXFP1 cAMP TR-FRET, 30 min; response scale: percent of porcine relaxin response, buffer zero; actives 0.3% (n = 370,000); AID 2676, 2010; Potency, µM (series often up to 57.5 µM), for inactives: at the top dose activation, hits mostly activators; also: potency is read from the fitted curve at half-maximal effect; % is scaled to controls: 0 for no effect and ±100 for the full control effect; nearly all actives have a fitted effect of over 60% in size; many of its hits are not listed in these tables
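cAMP rise read by TR-FRET after 30 min, 37C compound exposure (up to 58 uM) in RXFP1-transfected HEK293 cells with Ro 20174 present. EC50 from Hill-equation fits, with 29 nM porcine relaxin as 100% and buffer as basal.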
TrxR1 substrate = qHTS Assay for Substrates of Mammalian Selenoprotein Thioredoxin Reductase 1 (TrxR1): qHTS; Potency, µM (series often up to 114 µM), for the others: at the highest dose activity change, negative = substrate turnover; actives 0.01% (n = 390,000); purified TrxR1 substrate turnover, NADPH consumption readout; Thioredoxin reductase 1, cytoplasmic (Rattus norvegicus), O89049; also: potency is read from the fitted curve at half-maximal effect; % is scaled to controls: 0 for no effect and ±100 for the full control effect; nearly all actives have a fitted effect of over 50% in size
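Rat TrxR1, dispensed at 90 nM, was prereduced with 400 uM NADPH (final) for 5 min at ~22 deg C, then incubated with compound 15 min before 400 uM selenite. A first-read NADPH fluorescence drop versus no-compound background flagged substrates.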
Vif-A3G inh = qHTS for Inhibitors of Vif-A3G Interactions: qHTS; HeLa A3G-eYFP + Vif (tagged APOBEC3G with the HIV-1 protein that degrades it), YFP fluorescence, overnight; DNA dC->dU-editing enzyme APOBEC-3G (Homo sapiens), Q9HC16; AID 602310, 2012; actives 0.076% (n = 410,000); Potency, µM (doses to about 46.1 µM), without a hit: at the highest dose activity, negative = active, usual class: inhibitors;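 also: potency is read from the fitted curve at half-maximal effect; % is scaled to controls: 0 for no effect and ±100 for the full control effect; nearly all actives have a fitted effect of over 60% in size; hits raise eYFP signal because A3G escapes Vif-driven loss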
Target sequence (Q9HC16 whole entry, looked up): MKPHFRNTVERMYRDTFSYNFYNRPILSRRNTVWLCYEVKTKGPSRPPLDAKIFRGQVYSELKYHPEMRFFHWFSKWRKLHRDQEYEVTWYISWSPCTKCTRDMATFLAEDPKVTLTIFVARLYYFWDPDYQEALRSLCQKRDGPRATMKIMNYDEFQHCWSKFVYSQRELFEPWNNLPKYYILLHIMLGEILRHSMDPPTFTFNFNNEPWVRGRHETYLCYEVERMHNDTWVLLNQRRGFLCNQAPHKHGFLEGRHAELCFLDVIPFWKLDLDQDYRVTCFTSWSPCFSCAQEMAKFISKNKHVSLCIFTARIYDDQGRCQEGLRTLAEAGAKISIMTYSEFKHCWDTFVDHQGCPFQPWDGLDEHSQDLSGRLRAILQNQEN
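HeLa cells stably expressing Vif and C-terminally eYFP-tagged A3G, seeded overnight at 37 deg C, then exposed to compound by pintool overnight at 37 deg C. Rise in yellow fluorescence (Ex 488/Em 500-530, Acumen) marks blocked Vif-driven A3G degradation.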
Vif-APOBEC3F blk = qHTS for Inhibitors of Vif-A3F Interactions: qHTS | HeLa A3F-eYFP + Vif (tagged APOBEC3F with the HIV-1 protein that degrades it), YFP fluorescence increase | Potency, µM (titrated, usually from 46.1 µM), for inactives: top-dose activity, negative = active | actives 0.2% (n = 390,000) | AID 602313, 2012; also: potency is read from the fitted curve at half-maximal effect; % of control where 0% means no effect; nearly all actives have a fitted effect of over 65% in size
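Fluorescence increase (Ex 488/Em 500-530) after overnight compound treatment at 37 deg C flags inhibition of Vif-driven A3F-eYFP loss in stable HeLa A3F-eYFP/Vif cells seeded overnight beforehand.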
USP1 inh = Inhibitors of USP1/UAF1: Primary Screen; recombinant USP1/UAF1, Ub-Rhodamine cleavage fluorescence; Ubiquitin carboxyl-terminal hydrolase 1 (Homo sapiens), O94782; actives 0.23% (n = 390,000); Potency, µM (top dose mostly 57.1 µM), without a hit: at the highest dose activity change, negative = inhibition, most hits filed as inhibitors; AID 743255, 2014; also: potency is read from the fitted curve at half-maximal effect; % is scaled to controls: 0 for no effect and ±100 for the full control effect; nearly all actives have a fitted effect of over 60% in size; inactives centre near -12
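High-throughput fluorogenic screen: 1nM USP1/UAF1 complex, Ub-Rho substrate 150nM final, 50mM HEPES pH 7.8 with 0.5mM EDTA, 0.1 mg/ml BSA, 1mM TCEP and 0.01% Tween-20.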
mIDH1 inhibitor = qHTS for Inhibitors of mutant isocitrate dehydrogenase 1 (IDH1): qHTS; Potency, µM (top dose mostly 76.6 µM), for inactives: at the highest dose activity change, negative = inhibition, actives largely listed as inhibitors; IDH1-R132H enzyme, NADPH consumption, diaphorase/resazurin fluorescence; actives 0.093% (n = 390,000); also: potency is read from the fitted curve at half-maximal effect; % is scaled to controls: 0 for no effect and ±100 for the full control effect; nearly all actives have a fitted effect of over 65% in size
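IDH1-R132H (0.5 ug/mL dispensed) in pH 7.5 Tris buffer was preincubated 30 min with compound, then given a substrate mix of 0.016 mM NADPH and 2 mM alpha-KG for 80 min at room temperature; remaining NADPH was read by diaphorase/resazurin fluorescence.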
PI4K2A inh = qHTS for small molecular inhibitors of PI4K2A. purified PI4K2A, ADP-Glo luminescence, 1 h; active compounds read low. activity change, negative = inhibition, % at 76.9 µM. actives 0.13% (n = 420,000); in the data active = activity change below about -50%; inconclusive = mostly about -30% to -49%;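 also: -100% = wells without enzyme as full effect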
Target sequence (Q9BTU6 whole entry, looked up): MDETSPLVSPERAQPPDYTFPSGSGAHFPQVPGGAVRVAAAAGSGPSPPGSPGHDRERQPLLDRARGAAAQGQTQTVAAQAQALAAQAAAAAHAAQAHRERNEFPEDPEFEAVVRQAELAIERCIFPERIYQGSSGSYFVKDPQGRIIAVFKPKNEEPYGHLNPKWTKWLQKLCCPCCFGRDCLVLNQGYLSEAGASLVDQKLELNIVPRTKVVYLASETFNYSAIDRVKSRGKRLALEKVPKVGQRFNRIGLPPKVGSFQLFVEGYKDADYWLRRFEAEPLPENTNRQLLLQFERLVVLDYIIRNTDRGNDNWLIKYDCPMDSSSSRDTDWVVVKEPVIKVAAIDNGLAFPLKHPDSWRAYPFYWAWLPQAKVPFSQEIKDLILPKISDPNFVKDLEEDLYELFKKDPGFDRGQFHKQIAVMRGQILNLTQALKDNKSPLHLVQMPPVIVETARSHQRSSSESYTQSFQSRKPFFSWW
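In this quantitative HTS, ADP production by PI4K2A was quantified luminescently after 1 h at ambient temperature; 100 microM adenosine served as plate-quality control.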
LDHA inh = qHTS assay for inhibitors of human lactate dehydrogenase | activity change, % (values are at about 110 or 230 µM) | AID 1347041, 2019 | L-lactate dehydrogenase A chain (Homo sapiens), P00338 | purified LDHA, NADH/diaphorase-resazurin fluorescence; active compounds read low | actives 0.15% (n = 480,000); in the data active = activity change below about -30%; inconclusive = mostly about -25% to -30%;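 also: plate controls were DMSO wells for no effect and wells without enzyme for full effect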
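Human LDH5 (2 nM) was incubated with 0.06 mM NADH and 0.2 mM pyruvate for 5 min at room temperature in Tris pH 7.4. Remaining NADH was coupled through diaphorase/resazurin, and resorufin fluorescence was read at 0 and 20 min.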
* hit, by the source's call; ? = inconclusive; . = no result given; & = joins results of further samples; [ ] = remark or other dose. Unless noted, calls follow the shape of the dose curve; as a rule, active = well fitted curve in the direction sought with a large enough effect; inconclusive = small, poorly fitted or top-dose-only effect, or another doubt; inactive = no such curve, though single readings can be large; an effect the other way counts as inactive or inconclusive. An excerpt (hit frequency here may not be typical).

Value order: Glioma ERSR ind	RXFP1 agonist	TrxR1 substrate	Vif-A3G inh	Vif-APOBEC3F blk	USP1 inh	mIDH1 inhibitor	PI4K2A inh	LDHA inh
> Cc1oc(-c2ccc(Cl)cc2)cc1C(=O)NC1CCN(Cc2ccccc2)CC1
 : -4%	0.3%	11%[11.4 µM]	-3%	-4%	-4%	2%	-9	-7
> CCC(C)N1CC23C=CC(O2)C(C(=O)OCc2ccccc2)C3C1=O (stereo not drawn)
 : -1%	0.7%	-11%	2%	2%	-4%	3%	3	-7
> O=C(NC1(C(F)(F)F)C(=O)Nc2c1c(=O)[nH]c(=O)n2-c1ccc(F)cc1)c1cccnc1 (stereo not drawn)
 : 0%	0.5%	-1%	0%	-1%	-22%	3%	1	-3&0
> O=[N+]([O-])c1ccc(NCCc2ccccc2)c(Br)c1
 : 1%	-0.7%	6%[57.1 µM]	-24%	-8%	?	-4%	-3	-13
> N#C/C(=C\c1ccc(OC(=O)c2ccc(Br)s2)cc1)c1nc2ccccc2[nH]1
 : 2%	2.4%	1%	-2%	?	7%	-4%	0	-3
> CCOc1ccc2cc(/C=C/C(=O)c3ccco3)c(Cl)nc2c1
 : 4%	2.2%	8%	-5%	-4%	-25%	4%	3	0
> Cc1ccc(CN2CCCn3nc(C(=O)NCC(C)c4ccccc4)cc3C2=O)cc1 (stereo not drawn)
 : -3%	0.0%	1%[57.1 µM]	3%	1%	-17%	15%	-2	-6
> COC(=O)c1ccc(COC(=O)CNC(=O)c2cccc(OC)c2)o1
 : 0%	-0.4%	4%	0%	1%	-23%	-4%	5	2
> Cc1ccc(NC(=O)C2CCCN(S(=O)(=O)c3ccc4c(c3)oc(=O)n4C)C2)cc1Cl (stereo not drawn)
 : -3%	-1.6%	-6%	2%	-4%	-16%	-8%	1	-7
> CCOc1ccc(NC(=O)CN(C)C2=NS(=O)(=O)c3ccccc32)cc1
 : -4%	.	.	2%	1%	-14%	-2%	2	-3

Reprinted from the part before: 5 compounds; new compounds follow.
Value order: Glioma ERSR ind	RXFP1 agonist	TrxR1 substrate	Vif-A3G inh	Vif-APOBEC3F blk	USP1 inh	mIDH1 inhibitor	PI4K2A inh	LDHA inh
> CCOc1ccc2cc(/C=C/C(=O)c3ccco3)c(Cl)nc2c1
 : 4%	2.2%	8%	-5%	-4%	-25%	4%	3	0
> Cc1ccc(CN2CCCn3nc(C(=O)NCC(C)c4ccccc4)cc3C2=O)cc1 (stereo not drawn)
 : -3%	0.0%	1%[57.1 µM]	3%	1%	-17%	15%	-2	-6
> COC(=O)c1ccc(COC(=O)CNC(=O)c2cccc(OC)c2)o1
 : 0%	-0.4%	4%	0%	1%	-23%	-4%	5	2
> Cc1ccc(NC(=O)C2CCCN(S(=O)(=O)c3ccc4c(c3)oc(=O)n4C)C2)cc1Cl (stereo not drawn)
 : -3%	-1.6%	-6%	2%	-4%	-16%	-8%	1	-7
> CCOc1ccc(NC(=O)CN(C)C2=NS(=O)(=O)c3ccccc32)cc1
 : -4%	.	.	2%	1%	-14%	-2%	2	-3
> Cc1oc(-c2ccc(Cl)cc2)nc1CN1CCCC(C(=O)NCc2ccc(Cl)cc2)C1 (stereo not drawn)
 : -2%	0.3%	-4%	0%	3%	-20%	0%	2	-5
> COCCCNC(=O)/C(C#N)=C/c1c(N2CCN(c3cccc(Cl)c3)CC2)nc2c(C)cccn2c1=O
 : 2%	9.1%	55%[activator]	-10%	-1%	-23%	4%	2	-3
> Cc1ccc(NC(=O)c2ccccn2)c(Br)c1
 : 1%	-1.7%	3%	-3%	-5%	-10%	0%	-1	-3
> O=S(=O)(NCc1ccccn1)c1ccccn1
 : -1%	1.0%	6%	0%	-3%	-24%	22%	0	-1
> C[C@H](CO)N1C[C@H](C)[C@@H](CN(C)S(=O)(=O)c2cccs2)Oc2ccc(NS(=O)(=O)c3ccccc3)cc2CC1=O
 : -1%	.	3%	-4%	6%	-18%	-4%	-4	-6
> Cc1ccc(-n2ncc3c(NCCc4ccccc4)ncnc32)cc1C
 : -1%	-0.7%	-1%[57.1 µM]	-2%	-12%	-14%	17%	3	2
> O=C(O)/C=C/C(=O)N1CCN(S(=O)(=O)c2cc(C(F)(F)F)ccc2Cl)CC1
 : -1%	0.5%	0%	2%	3%	-9%	-11%	-8	-5
> COc1ccc(COCC(O)CN2CCc3ccccc3C2)cc1OC (stereo not drawn)
 : 1%	6.8%	10%[57.1 µM]	0%	?	-2%	6%	6	-5
> Cc1cccc(CNC(=O)Cn2c(-c3cccs3)cc3ccccc32)c1
 : -5%	15%	17%	2%	-23%	-12%	11%	-8	-1
> CCCN(CC1CC1)c1nc(N)c2c(N)nc(OC)cc2c1C#N
 : 2%	1.2%	40%[activator][57.1 µM]	-18%	-2%	-3%	-6%	-8	20

Later entries
| Structure | Glioma ERSR ind | RXFP1 agonist | TrxR1 substrate | Vif-A3G inh | Vif-APOBEC3F blk | USP1 inh | mIDH1 inhibitor | PI4K2A inh | LDHA inh |
| --- | --- | --- | --- | --- | --- | --- | --- | --- | --- |
| CCOC(=O)c1ccc(COC(=O)CCc2nc3ccccc3[nH]c2=O)o1 | 0% | 0.6% | 3% | -1% | 5% | -11% | 9% | -4 | -3 |
| CC(=O)NS(=O)(=O)c1ccc(N2C(=O)CC(Sc3nccc(C)n3)C2=O)cc1 (stereo not drawn) | -4% | 6.6% | 2% | 4% | 2% | -7% | 3% | -1 | -6 |
| C[C@H](NC(=O)[C@H]1N2C(=O)c3ccccc3C2SC1(C)C)C(=O)NCC1CCCO1 (stereo partly drawn) | -3% | 6.6% | 2% | -3% | 0% | -19% | 8% | 6 | -2 |
| Cc1cc(C)n2nc(C(=O)OCC(=O)c3ccccc3)nc2n1 | -3% | . | 9%[57.1 µM] | -2% | -34% | -9% | 1% | -1 | -7 |
| COc1c(C)cc(C(=O)C2CCCN(C(=O)CCc3scnc3C)C2)cc1C (stereo not drawn) | -2% | -1.5% | 8% | 0% | 3% | -17% | 5% | -6 | -3 |
| CCCCN1CNC(=S)N(Cc2ccccc2)C1 | -2% | 0.0% | -10% | -5% | -11% | -2% | 7% | 0 | -4 |
| Cc1ccc(C(=O)CC(C(=O)O)n2ccc(C)n2)cc1 (stereo not drawn) | 0% | 2.2% | -10% | 1% | -4% | -7% | 0% | -1 | -3 |
| Nc1cc2c(cc1Br)-c1ccc(F)cc1C2O (stereo not drawn) | 3% | . | 8% | -6% | 5% | -6% | 4% | -5 | -1 |
| O=C(Oc1ccc(Cl)cc1)c1ccc(N2CCOCC2)c([N+](=O)[O-])c1 | -3% | 1.2% | -7% | -3% | 0% | -9% | 6% | -4 | -1 |
| Cc1ccc2nc(-c3ccccc3O)c(Nc3ccc4c(c3)OCCO4)n2c1 | -1% | 4.5% | -8% | 0% | 1% | -17% | 4% | -3 | -2 |
| CS(=O)(=O)N(Cc1ccc(C(=O)NCc2ccco2)cc1)c1ccccc1 | -1% | -0.5% | 10%[57.1 µM] | -7% | -2% | -24% | 0% | -3 | 2 |
| COc1ccc(Nc2nc3ccc(C)cc3nc2-n2nc(C)cc2C)cc1Cl | -3% | 5.1% | 7% | -5% | -15% | -27% | -5% | 0 | -4 |
| CC(=O)Nc1ccc(NC(=O)C2C3CCC(C3)C2C(=O)O)cc1 (stereo not drawn) | 0% | 2.8% | 5% | -1% | -3% | -22% | -10% | 4 | 0 |
| O=C(COC(=O)Cc1ccccc1F)NCCc1ccccc1 | -3% | 2.6% | 2% | 0% | 8% | -12% | 1% | -2 | -11 |
| CC(=O)Nc1ccc(-c2ccccc2)s1 | -3% | 2.3% | -17% | 2% | 10% | 9% | 20% | 3 | -14 |
| CCOc1cc(NC(=O)c2ccccc2C)c(OCC)cc1NC(=O)C1=Cc2ccccc2OC1 | -5% | 0.0% | 0% | 1% | -3% | -22% | -4% | 0 | -5 |
| O=C(NCc1ccc(Cl)cc1)C1=Cc2cc(Br)ccc2OC1 | 0% | -1.2% | -2%[57.1 µM] | -2% | -14% | -14% | -17% | -3 | -8 |
| CCOC(=O)C1=C(C)NC(C)=C(C(=O)OCC)C1C(=O)OCC(=O)N(C)C | -4% | 1.1% | 7% | 0% | -1% | -20% | 8% | -2 | -2 |
| O=C(O)c1cc(S(=O)(=O)N2CCCCCC2)ccc1Cl | 5% | 0.4% | -6% | 1% | -3% | 1% | 2% | -3 | -10 |
| Cc1cccc(NC(=O)Cc2cccs2)n1 | 4% | -3.1% | 14%[57.1 µM] | 3% | -7% | 0% | -4% | -1 | -8 |
